# Polio RdRp inh – poliovirus RdRp elongation inhibitors, primary screen, biochemical, fluorescence polarization, total intensity | AID 588519, 2011 | Genome polyprotein (Poliovirus type 1 (strain Mahoney)), P03300 | poliovirus polymerase elongation; active compounds read low | % elongation, % (compound at 16.7 µg/mL) | hit rate 0.66% among 150,000; in the data active means % elongation below about 90%; further: some results filed as inactive read as strong as hits
# Target sequence (P03300 1749-2209 limits assumed): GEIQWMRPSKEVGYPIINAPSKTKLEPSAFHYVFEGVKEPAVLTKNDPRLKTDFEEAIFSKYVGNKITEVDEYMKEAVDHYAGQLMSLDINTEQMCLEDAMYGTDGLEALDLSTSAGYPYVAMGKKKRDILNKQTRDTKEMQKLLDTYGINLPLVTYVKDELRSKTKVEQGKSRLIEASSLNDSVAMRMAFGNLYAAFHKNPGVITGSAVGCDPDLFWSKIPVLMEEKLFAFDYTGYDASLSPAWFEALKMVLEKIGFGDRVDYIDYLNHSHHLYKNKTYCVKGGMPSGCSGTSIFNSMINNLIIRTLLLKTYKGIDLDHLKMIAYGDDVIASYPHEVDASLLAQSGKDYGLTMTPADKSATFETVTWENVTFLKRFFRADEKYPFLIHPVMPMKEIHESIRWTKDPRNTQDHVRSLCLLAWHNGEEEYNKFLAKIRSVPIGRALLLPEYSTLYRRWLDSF
# Polio RdRp inh FP z-score – further read-out of Polio RdRp inh, marked with its call; z-score; measured here: FP z-score; hits read low
# * marks the source's active call; other numbers are inactive results.
SMILES,Polio RdRp inh,Polio RdRp inh FP z-score
Cc1cc(NC(=O)C2CCN(S(=O)(=O)c3ccccc3)CC2)ccc1-n1cnnn1,102,0.1
CC(=O)NCCn1c(SCc2ccccc2C)nc2ccccc2c1=O,102,0.1
Cn1ccsc1=NC(=O)c1ccc2c(c1)C(=O)N(Cc1ccccc1)C2=O,103,-0.2
CN1/C(=C\C(=O)COC(=O)CC2CCCC2)C(C)(C)c2ccccc21,135,5.1
Cc1cccc(CSc2nnc3[nH]c(=O)cc(-c4ccccc4)n23)c1,102,-1.1
c1ccc(C(c2ccccc2)N2CCN(CCCc3c[nH]c4ccccc34)CC2)cc1,103,0.2
CNC(=O)n1cc(Br)c(/C(N)=N\OCc2ccccc2)n1,104,0.5
CN1CCN(C2=C(C(=O)Nc3ccc(Cl)cc3)CC/C2=C\c2ccccc2)CC1,102,0.1
CC1=CC2=NC(C(F)(F)F)(C(F)(F)F)N=C(C)N2C=C1,100,-0.4
O=C(C1CC2c3ccccc3C1c1ccccc12)N1CCOCC1 (stereo unspecified),101,-0.1
COc1ccc(Cn2c(CN3C(=O)c4ccccc4C3=O)nc3cccnc32)cc1,101,0.2
O=C1/C(=C/c2ccsc2)Cc2ccccc21,100,0

# Profiles from above. Order of values: Polio RdRp inh, Polio RdRp inh FP z-score
# COc1ccc(Cn2c(CN3C(=O)c4ccccc4C3=O)nc3cccnc32)cc1 in the list: 101, 0.2
# O=C(C1CC2c3ccccc3C1c1ccccc12)N1CCOCC1 (stereo unspecified) in the list: 101, -0.1
# CN1CCN(C2=C(C(=O)Nc3ccc(Cl)cc3)CC/C2=C\c2ccccc2)CC1 in the list: 102, 0.1

# Next entries:
SMILES,Polio RdRp inh,Polio RdRp inh FP z-score
Cc1cccc(CC(=O)N2CCC3(CC2)OCCO3)c1,102,-0.3
O=C(Cn1ncc2c3ccccc3n(Cc3ccccc3F)c2c1=O)N1CCCCCC1,107,-0.1
Cc1nc(NCCNC(=O)c2ccco2)c2c(C)c(C)sc2n1,102,0
Oc1ccc2ccccc2c1/C=N/NC1=NCCC1,104,0.2
Cc1c(C(c2ccc(F)cc2)c2c(O)c3ccccc3oc2=O)c(=O)n(-c2ccccc2)n1C (stereo unspecified),102,-0.9
CN(C)c1ccc(C(=S)N2CCCC2)cc1Br,100,-0.2
CCOc1ccccc1NC(=O)C1=C(C)Nc2ncnn2C1c1sccc1C (stereo unspecified),102,-0.9
Cc1ccc(S(=O)(=O)/N=C(/NC(=S)Nc2ccccc2)c2ccccc2)cc1,102,-0.1
O=c1[nH]c2ccc(NS(=O)(=O)c3ccc(F)cc3)cc2s1,102,-1
COCCn1c(C)cc(O)c(C(c2ccccc2)N2CCN(c3ccc(F)cc3)CC2)c1=O (stereo unspecified),101,-0.2
O=C(CCCc1ccccc1)Nc1ccccc1O,100,0
CCN(CC)S(=O)(=O)c1ccc2c(c1)N(CC(=O)NCCCN1CCN(c3cc(Cl)ccc3C)CC1)C(=O)CO2,110,1.6
CCc1sc(-c2ccc(Cl)cc2)nc1C(=O)OC,103,-0.1
CCOC(=O)N1CCC(NC(=O)CNS(=O)(=O)c2ccc(Br)s2)CC1,103,0.3
Cc1nc2sccn2c1C(=S)NC(=O)c1ccc(S(=O)(=O)N2CCCCCC2)cc1,101,-0.1
COc1ccccc1-c1oc2ccccc2c(=O)c1OC(=O)c1cccs1,104,0.1
Oc1ccc(-c2ccc(I)cc2)cc1,99,-0.4
CC(=O)OC1=C(C)C(c2ccccc2)N(C(C)=O)C(c2ccccc2)C1C (stereo unspecified),100,-0.4
O=C(NCCN1CCOCC1)N(c1ccccc1)c1ccccc1,102,-0.1
O=C(CSC1=NCCS1)Nc1nc(-c2ccc(Cl)cc2)cs1,101,-0.4
COc1ccc(Br)cc1C1SCC(=O)Nc2c1c(C)nn2-c1ccccc1C (stereo unspecified),109,0.3
CC1=NN(C(=O)c2cccnc2)C(O)(c2ccccc2)C1 (stereo unspecified),104,1.1
COc1ccc(-c2onc(C)c2C)cc1S(=O)(=O)N1CCC(C)CC1,103,-0.8
O=C(NCCc1nc2ccccc2n1CCCOc1ccc(Cl)cc1)C1CCCCC1,107,0.1
CC[N+]1(Cc2ccccc2)C2=C(CN(C)CC2)c2ccccc21 (stereo unspecified),102,0.2
CCCC12CN3CC(CCC)(CN(C1)C3c1ccc(OCc3ccccc3)cc1)C2=O (stereo unspecified),120,3.1
CSC1=NC2(CCCCCC2)Cc2ccccc21,103,0
CCN(CC)S(=O)(=O)c1ccc2c(c1)oc(=O)c1cc(S(=O)(=O)N(CC)CC)ccc12,108,2.1
Cc1nnc(NCc2ccccc2)n(N)c1=O,103,0.7
CC(=O)Nc1c(C)nn(-c2ccccc2)c1N1CCC(C(=O)NCc2cccc(F)c2)CC1,102,-1.4
Cn1ccnc1SCC(=O)N1c2ccccc2C(C)(c2ccc(Cl)cc2)CC1(C)C (stereo unspecified),99,-0.3
CC(=NCCc1c(C)[nH]c2ccc(OC(F)(F)F)cc12)C1=C(O)CC(c2ccccc2)CC1=O (stereo unspecified),101,-0.5
CC(C)c1cccc(C(C)C)c1NC(=O)CCCN1C(=O)NC2(CCCC2)C1=O,101,-0.2
CCN1C(=O)c2ccc(C(=O)Nc3ccc(OC)cc3)cc2C1=O,101,-0.4
CCOC(=O)c1cnc(SC2CC(=O)N(c3ccccc3)C2=O)nc1N (stereo unspecified),102,0.3
CCCN(Cc1cccs1)C(=O)Nc1cc(Cl)c(OC)cc1OC,105,-0.5

# Grouped by structure: the entries above with two or more sulfur atoms.
SMILES,Polio RdRp inh,Polio RdRp inh FP z-score
Cc1ccc(S(=O)(=O)/N=C(/NC(=S)Nc2ccccc2)c2ccccc2)cc1,102,-0.1
O=c1[nH]c2ccc(NS(=O)(=O)c3ccc(F)cc3)cc2s1,102,-1
CCOC(=O)N1CCC(NC(=O)CNS(=O)(=O)c2ccc(Br)s2)CC1,103,0.3
Cc1nc2sccn2c1C(=S)NC(=O)c1ccc(S(=O)(=O)N2CCCCCC2)cc1,101,-0.1
O=C(CSC1=NCCS1)Nc1nc(-c2ccc(Cl)cc2)cs1,101,-0.4
CCN(CC)S(=O)(=O)c1ccc2c(c1)oc(=O)c1cc(S(=O)(=O)N(CC)CC)ccc12,108,2.1

# More structures:
SMILES,Polio RdRp inh,Polio RdRp inh FP z-score
COc1ccc(NC(=O)c2c(NCc3cccc(F)c3)sc3c2CCC3)c(OC)c1,113,1.3
CCN(C(=O)C(NS(=O)(=O)c1cccc2nsnc12)c1ccccc1)c1ccccc1 (stereo unspecified),106,0.3
Cc1ccc(/C=N/NC(=O)CSc2nc3ccccc3n2Cc2ccccc2)o1,102,0.1
O=C(NCc1ccco1)c1ccc2c(c1)C(=O)N(Cc1ccccc1)C2=O,100,-0.3
CC(C)c1ccc(-n2c(CCC(=O)O)ccc2-c2cccs2)cc1,102,0
CCOC(=O)C1CC2CCCN2C12C(=O)N(Cc1ccccc1)c1ccccc12 (stereo unspecified),101,0.2
Cc1nn(C2CCS(=O)(=O)C2)c(Cl)c1CNCCCn1ccnc1 (stereo unspecified),98,-0.4
O=C(Cn1nnc(-c2cccc(C(F)(F)F)c2)n1)NC(=O)NC1CCCC1,99,-0.6
CCOC(=O)c1ccc(-c2ccc(/C=C(/C#N)C(=O)Nc3ccc(C)cc3C)o2)cc1,95,-1.5
O=C(NC1CCSc2ccccc21)C1CCN(S(=O)(=O)c2ccccc2)CC1 (stereo unspecified),100,-0.4
CCN(CC)C(=S)SCc1ncc(-c2ccccc2)o1,105,0.2
CC1(C)Cc2ccccc2C(NNC(N)=O)=N1,99,-0.7
Cc1ccc2c(CNC3CCCC3)c(C(=O)O)n(Cc3ccc(F)cc3)c2c1,110,0.5
S=C(Nc1cccc(Cl)c1)NC12CC3CC(CC(C3)C1)C2,111,1.3
CNC(=S)N1CCNC(=O)C1CC(=O)Nc1cc(Cl)ccc1C (stereo unspecified),99,-1
CCC(C)NC(=S)NC1CCCCC1 (stereo unspecified),101,0.2
CCOc1ccc(CC2c3cc(OCC)c(OCC)cc3CCN2C(=O)COC(=O)c2cnccn2)cc1OCC (stereo unspecified),101,0
Cc1ccc(NC(=O)CN(C)CC(=O)Nc2ccccc2)cc1,103,0.3
COc1ccc(N2CCN(CCCNCc3c(C(=O)O)n(C)c4ccccc34)CC2)cc1,102,0.2
CCc1ccc2c(c1)c(=O)c(C(=O)c1ccccc1)cn2CC(=O)Nc1ccc(C)c(Cl)c1,108,0.1
Cc1ccc(-c2cc(NC(=O)COc3ccc(Cl)c(C)c3)on2)cc1,101,-1.2
CCn1c2ccccc2c2nc(C)sc21,107,0.3
Cc1onc(-c2ccccc2)c1CNS(=O)(=O)c1cccc(Cl)c1,102,0
O=S1(=O)CCN2C(=N1)OC(c1ccccc1)=C2c1ccccc1,98,-0.3
O=C(c1ccccc1F)N(Cc1ccco1)c1ccc(O)cc1,101,-0.1
COc1ccc(NC(=S)N(CC2CC=CCC2)CC2CCCO2)cc1 (stereo unspecified),97,-0.8
Cc1cc(-c2ccc(S(=O)(=O)NCc3ccccc3Cl)s2)on1,103,-0.9
COC(=O)c1ccc2c(c1)S(=O)(=O)NC(=NCc1ccco1)S2,99,-0.4
OCC1c2ccccc2-c2ccccc21,102,0
O=C(c1cc(-c2ccc(Cl)cc2)on1)N1CCCC1,102,0.2
O=C(/N=C1/NC(=O)C(F)(C(F)(F)F)S1)NC1CCCCC1 (stereo unspecified),104,1.4
C=C(C)Cn1c(C(O)c2ccccc2)nc2ccccc21 (stereo unspecified),104,0.7
CCOCCn1ccc2c(OCC(=O)Nc3cc(C(F)(F)F)ccc3Cl)cccc2c1=O,107,0.1
O=C(O)C1CCCCC1C(=O)N1CCN(C(c2ccccc2)c2ccccc2)CC1 (stereo unspecified),98,-1.1
CCOC(=O)c1cc(=O)n(C)c2c1c(=O)oc1ccccc12,102,0.2
CCCCc1c(C)nc(-c2ccc(Cl)cc2)[nH]c1=O,99,-0.8
Nc1cccc(-c2cn3ccccc3n2)c1,100,-1
COc1ccc(-c2cc(CCCC(=O)NCCc3ccc(OC)cc3OC)no2)cc1,100,0.1
CCCOc1ccc(Br)cc1/C=C1\NC(=S)NC1=O,82,-6.2
CC1CC(C)CN(S(=O)(=O)c2ccc3[nH]cc(C(=O)NC4CCCCC4)c(=O)c3c2)C1 (stereo unspecified),102,0.1
NC(=O)c1oc2ccccc2c1NC(=O)CSc1ccccc1,102,-0.1
COc1ccc(-c2ccc(CCC(=O)O)n2-c2ccccc2C(F)(F)F)cc1,105,0.4
Cn1c(SCC(=O)c2ccccc2)nc2ccccc2c1=O,99,-0.9
c1ccc(CCn2c(C3CCCO3)nc3ccccc32)cc1 (stereo unspecified),101,0
CCOc1ccccc1C(=O)N(Cc1cc2ccccc2[nH]c1=O)C(C)C,106,0.4
CC(C(=O)N(C)C)N(c1cccc(Cl)c1)S(C)(=O)=O (stereo unspecified),105,1.4
O=C(NCc1ccccc1)c1ccc2c(c1)sc1nc(-c3ccccc3)cn12,101,-0.1
CN1C(=O)Cc2c1nc(N)c1c(N)nc(N3CCN(C(=O)c4ccco4)CC3)c(C#N)c21,119,1.8
CCOC(=O)c1ccc(NCC(=O)N2CCc3ccccc32)cc1,104,0.8
CCOc1ccc(-c2cc3c(=O)n(Cc4nc(-c5ccc(OCC)c(OC)c5)oc4C)ccn3n2)cc1Cl,101,-1.3
Cc1ccc(CNc2ncnc3c2cnn3-c2ccc(Cl)cc2)cc1,100,-0.4
CCOC(=O)c1c(NC(=O)c2cc(-c3cccc(OC)c3)on2)sc(C)c1C,102,0.1
Cc1cc(Nc2ccc(O)cc2)c2cc(Cl)ccc2n1,99,-0.4
Cc1ccn2c(Nc3ccc4c(c3)OCCO4)c(-c3ccc(C)s3)nc2c1,106,0.4
COc1ccc(CCN(C)Cn2ncn(C)c2=S)cc1OC,104,0
Cc1ccc(-c2noc(C3CCCN(C(=O)c4ccccc4)C3)n2)o1 (stereo unspecified),102,0.3
Cc1ccc(S(=O)(=O)NC2=NCN(CC3CCCO3)CN2)cc1 (stereo unspecified),107,1.5
Cc1nc2ncnn2c(C)c1CCC(=O)N(Cc1cccnc1)c1ccc2c(c1)OCO2,75,-3.3
Cc1cccc(N2CCN(C(=O)c3cnc4c(C)cccn4c3=O)CC2C)c1 (stereo unspecified),110,0.8
CCCC(c1nnnn1Cc1ccccc1)N1CCN(c2ccccc2)CC1 (stereo unspecified),101,0

# The list goes on:
SMILES,Polio RdRp inh,Polio RdRp inh FP z-score
CC1=CC(c2ccc(Cl)cc2)n2nc(N3C(=O)c4ccccc4C3=O)nc2N1 (stereo unspecified),101,0.2
CCOc1ccc(NC(=O)CSc2nnc(CNC(=O)C34CC5CC(CC(C5)C3)C4)n2CC)cc1,103,-0.1
NC(=NCCc1c[nH]c2ccccc12)NC(=O)c1ccccc1,101,-0.3
CC(=O)c1cccc(NS(=O)(=O)c2c(C(=O)N3CCCCCC3)c(C)n(C)c2C)c1,106,0.2
CC1Cn2c(C(=O)NCc3ccccc3Cl)cc3cccc(c32)S1 (stereo unspecified),111,0.6
CCN1C(=O)c2ccccc2S(=O)c2ccc(C(=O)NCC(OC)OC)cc21 (stereo unspecified),100,-0.5
CC(=O)N1CCc2cc(Br)cc(S(=O)(=O)N3CCC(C(=O)Nc4ccc(C(C)C)cc4)CC3)c21,109,0.8
COC(=O)c1cc(NC(=O)c2nn(C)c3c2CSc2ccccc2-3)cc(C(=O)OC)c1,113,0.3
CCC(C(=O)Nc1cccc(C#N)c1)n1nc(-c2ccccc2)ccc1=O (stereo unspecified),102,-1
Cc1cc(N)c2ncccc2c1,100,-0.8
CCC1CCCCN1C(=O)CSc1n[nH]c(-c2ccccc2)n1 (stereo unspecified),114,1.2

# As entered above.
# CCC(C(=O)Nc1cccc(C#N)c1)n1nc(-c2ccccc2)ccc1=O (stereo unspecified) – Polio RdRp inh FP z-score = -1
# CCC1CCCCN1C(=O)CSc1n[nH]c(-c2ccccc2)n1 (stereo unspecified) – Polio RdRp inh = 114

# Compound activity (PubChem)

# Only part of the results is shown, so the mix of outcomes need not match the whole.
